Kir21 inh = inhibitors of mouse Kir2.1 inward-rectifier potassium channel. HEK293-Kir2.1, FluxOR thallium flux fluorescence; stronger effect = lower value. AID 1672. B-score at 10 µM. P35561. hit rate 0.85% among 310,000;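 active = fluorescence ratio B-score at or below minus 3 SD of library scores, with starting-brightness B-score within 2 SD, cut at about -4.2 in these data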;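 also: channel flux triggered by added potassium and thallium sulfate stimulus; B-score of peak minus minimum fluorescence over baseline after thallium stimulus; more negative B-score means stronger Kir2.1 block with less thallium influx; some compounds called inactive have numbers as strong as hits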
Target sequence (P35561 whole entry, looked up): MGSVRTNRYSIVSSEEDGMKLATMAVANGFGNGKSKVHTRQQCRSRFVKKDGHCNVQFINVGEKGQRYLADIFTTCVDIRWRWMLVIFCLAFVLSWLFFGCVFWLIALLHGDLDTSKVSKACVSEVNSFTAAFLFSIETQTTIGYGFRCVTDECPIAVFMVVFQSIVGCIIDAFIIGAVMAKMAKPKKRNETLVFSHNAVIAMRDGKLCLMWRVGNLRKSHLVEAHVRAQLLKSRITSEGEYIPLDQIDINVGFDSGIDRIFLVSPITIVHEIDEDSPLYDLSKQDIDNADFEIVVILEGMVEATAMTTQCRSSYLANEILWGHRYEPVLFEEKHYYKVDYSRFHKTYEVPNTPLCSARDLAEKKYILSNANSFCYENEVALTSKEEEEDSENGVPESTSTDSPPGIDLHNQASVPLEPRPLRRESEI
CHT block = inhibitors of human choline transporter CHT; B-score at 10 µM; hit rate 0.86% among 310,000; CHT-expressing cells, membrane potential dye, choline response; stronger effect = lower value; Q9GZV3;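 active = B-score over 3 SD under the library average, and starting fluorescence ratio not unusually high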;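 also: choline stimulus applied at its EC90 after an EC20 pre-addition; B-score computed on integrated fluorescence ratio after choline addition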
Target sequence (Q9GZV3 whole entry, looked up): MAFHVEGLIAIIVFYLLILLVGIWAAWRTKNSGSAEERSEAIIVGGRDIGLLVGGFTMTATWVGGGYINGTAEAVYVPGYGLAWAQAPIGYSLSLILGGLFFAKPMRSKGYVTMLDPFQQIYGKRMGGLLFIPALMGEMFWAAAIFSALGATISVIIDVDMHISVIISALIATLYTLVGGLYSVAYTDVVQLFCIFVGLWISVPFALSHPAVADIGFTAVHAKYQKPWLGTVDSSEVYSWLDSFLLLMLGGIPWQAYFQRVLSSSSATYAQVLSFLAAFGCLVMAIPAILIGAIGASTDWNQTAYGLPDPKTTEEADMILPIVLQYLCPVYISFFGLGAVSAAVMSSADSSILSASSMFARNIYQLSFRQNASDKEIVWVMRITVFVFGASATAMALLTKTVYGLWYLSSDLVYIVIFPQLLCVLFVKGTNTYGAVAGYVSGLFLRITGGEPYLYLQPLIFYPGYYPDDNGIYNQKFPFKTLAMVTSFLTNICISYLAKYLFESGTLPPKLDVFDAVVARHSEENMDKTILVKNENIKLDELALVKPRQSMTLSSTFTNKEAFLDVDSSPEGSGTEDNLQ
Numbers without * were called inactive; i = inactive; . = no result given. Rows are unselected; 1.6% or so of the library scored in one or more.

SMILES	Kir21 inh	CHT block
N#CC1=C(N)NC(=S)C(C(N)=O)C1c1ccc([N+](=O)[O-])cc1 (stereo unspecified)	-0.34	i
CCOC(=O)c1c(C)n(C)c2cc(-c3cccc(C(F)(F)F)c3)c(O)cc12	-1.4	i
COc1ccccc1CN1CCC(n2nccc2NC(=O)CCCc2ccccc2)CC1	-1.9	i
CNC(=S)N1CCC(NC(=O)C(Cc2ccc(F)cc2)NC(C)=O)CC1 (stereo unspecified)	-2	i
O=[N+]([O-])c1cccnc1N1CCCCC1	0.9	i
CCOC(=O)C1=C(COC(=O)/C=C/c2ccc(SC)cc2)NC(=O)NC1C (stereo unspecified)	0.6	i
COc1ccc(CCNC(=O)C(=O)NCC2CCCN2S(=O)(=O)c2ccccc2)cc1 (stereo unspecified)	-0.74	i
OCC1CCN(Cc2cn(Cc3ccccc3)nc2-c2cc3ccccc3o2)CC1	-3.3	i
NS(=O)(=O)c1ccc(CNC(=O)/C=C/c2c(F)cccc2Cl)cc1	0.01	i
Cc1nn(C)cc1/C=N/NC(=O)C1(O)c2ccccc2-c2ccccc21	-0.07	i
Oc1cccc(/C=N/N2CCN(C3c4ccccc4-c4ccccc43)CC2)c1	-2.3	i
Cc1ccc(CCNS(=O)(=O)c2ccc3c(c2)NC(=O)CCS3)cc1	-4.2	i
O=S(=O)(NCCCCNS(=O)(=O)c1ccc(F)cc1)c1ccc(F)cc1	0.73	i
COc1cc(/C=C/C(=O)c2ccc(C)cc2)ccc1OCC#N	-0.02	i
Cc1cc(-c2csc(NC(=O)c3ccc(C#N)cc3)n2)c(C)n1Cc1ccccc1	-0.28	i
CCCCCCn1c(CN2CCN(C)CC2)nc2c1c(=O)n(C)c(=O)n2C	1.2	i
CN(C)C(CNC(=O)c1cccs1)c1cccnc1 (stereo unspecified)	2.9	i
CC(=O)/C(=N/Nc1cccc(C)c1)N1CCOCC1	0.7	i
O=C(NCc1ccco1)c1nc(-c2ccccc2)n(-c2ccccc2)n1	-0.5	i
CSc1nc2ncc3c(n2n1)CC(C)(C)CC3=O	-0.52	i

Overlap with the part before: 7 compounds, followed by the next part.
SMILES	Kir21 inh	CHT block
COc1cc(/C=C/C(=O)c2ccc(C)cc2)ccc1OCC#N	-0.02	i
Cc1cc(-c2csc(NC(=O)c3ccc(C#N)cc3)n2)c(C)n1Cc1ccccc1	-0.28	i
CCCCCCn1c(CN2CCN(C)CC2)nc2c1c(=O)n(C)c(=O)n2C	1.2	i
CN(C)C(CNC(=O)c1cccs1)c1cccnc1 (stereo unspecified)	2.9	i
CC(=O)/C(=N/Nc1cccc(C)c1)N1CCOCC1	0.7	i
O=C(NCc1ccco1)c1nc(-c2ccccc2)n(-c2ccccc2)n1	-0.5	i
CSc1nc2ncc3c(n2n1)CC(C)(C)CC3=O	-0.52	i
Cc1cc(NC(=O)CSc2nc(C3CC3)nc3sc4c(c23)CCC(C)C4)no1 (stereo unspecified)	1.5	i
O=C(NNC(=O)c1ccccc1Br)c1ccncc1	-0.55	i
Cc1ccc(S(=O)(=O)NCC(=O)N(CC2CCCO2)C(C(=O)NC2CCCCC2)C(C)C)cc1 (stereo unspecified)	1.5	i
CCN(CC)CCNC(=O)NC(=O)c1ccc(Cl)cc1	-0.91	i
CCCc1c(O)nc(SCCN(CCC)CCC)[nH]c1=O	0.7	i
CC1=NN(C(=O)c2cc(C)nn2C)C(O)(C(F)(F)F)C1 (stereo unspecified)	-0.3	i
COc1cccc(N2CCN(S(=O)(=O)c3ccc4c(c3)N(C(C)=O)CCO4)CC2)c1	0.42	i
O=C1CN(C(=O)CSc2nc3ccccc3c(=O)n2Cc2ccc(F)cc2)c2ccccc2N1	-2.4	i
CC(C)C(NC(=O)c1ccco1)C(=O)NCC(c1ccco1)N1CCCCC1 (stereo unspecified)	0.96	i
COc1ccc(C(C(=O)NCC2CCCO2)N(Cc2ccco2)C(=O)c2snc(C(N)=O)c2N)cc1OC (stereo unspecified)	0.18	i
CC1(C(=O)N2CC3(CC(c4cccc([N+](=O)[O-])c4)=NO3)C[C@H]2C(=O)NCC(N)=O)CC1 (stereo partly specified)	-0.24	i
COc1cc(C2CC(=O)c3c([nH]c(C(=O)OCCOC(C)C)c3C)C2)cc(OC)c1OC (stereo unspecified)	0.01	i
CCC(C)(C)n1c(=O)[nH]c2c(c1=O)CCC2	0.25	i
OC(COC(c1ccc(Cl)cc1)c1ccc(Cl)cc1)CN1CCN(c2ccccn2)CC1 (stereo unspecified)	1.5	i
Cc1cc(N/N=C/c2c[nH]c3ccccc23)c2ccccc2n1	0.93	i
Cc1ccc2[nH]c(=O)c(CN(Cc3cccs3)Cc3nnnn3Cc3ccccc3)cc2c1	0.39	i
CCO[C@@H]1OC(C(=O)NCc2nc3ccccc3[nH]2)=C[C@H](C)[C@H]1CCCO	-0.43	i
O=C(NCCCN1CCCC1=O)c1cc(NS(=O)(=O)c2ccc(F)cc2)cc(NS(=O)(=O)c2ccc(F)cc2)c1	2.6	i
O=C(c1cc2ccccc2cc1O)N1CCN(c2ccccc2O)CC1	-0.07	i
COc1ccc(CCNC(=O)COC(=O)/C=C/c2ccc(OCC#N)c(OC)c2)cc1	-1.4	i

Full records from above.
Record of O=C1CN(C(=O)CSc2nc3ccccc3c(=O)n2Cc2ccc(F)cc2)c2ccccc2N1 → Kir21 inh = -2.4; CHT block = i
Record of COc1ccc(CCNC(=O)COC(=O)/C=C/c2ccc(OCC#N)c(OC)c2)cc1 → Kir21 inh = -1.4; CHT block = i

Other structures.
SMILES	Kir21 inh	CHT block
CC(C)(C)Nc1nc(Cl)nc(NC(C)(C)C)n1	-0.01	i
Cn1nc(-c2ccccc2)cc1NC(=O)c1cccs1	-0.01	i
COc1ccc(N2CCN(c3nc4c(c(=O)[nH]c(=O)n4C)n3Cc3cccc(C)c3)CC2)cc1	-0.11	i
COc1cc2c(cc1OC)CN(C(=O)c1cc(S(=O)(=O)N3CCCCC3)ccc1Cl)CC2	0.23	i
COc1ccc2nc(N(Cc3ccccc3)C(=O)CCNC(C)=O)sc2c1	-0.27	i
Cc1ccccc1OCCC(=O)Nc1ccc2c(C)cc(=O)oc2c1	0.45	i
Brc1c(OCCOCCn2cncn2)ccc2ccccc12	2.1	i
Cc1ccc(CNS(=O)(=O)c2cn(C)cn2)cc1	0.81	i
Cc1ccc(C)c(NC(=O)CSc2sc3c(O)cc(=O)[nH]c3c2C#N)c1	0.84	i
CCOC(=O)c1c2c3c(cccc3n(C)c1=O)C(=O)c1ccccc1-2	0.74	i
CC(C)CN1CCN(Cc2nc(C(C)C)cs2)CC1CCO (stereo unspecified)	-0.91	i
COC(=O)CCc1c(C)c(C(=O)c2cc(F)c(F)c(F)c2F)c2ccccn12	0	i
COc1ccc(/C=N\NC(=O)c2sc(N)nc2C)cc1OC	0.58	i
Cn1ncc([N+](=O)[O-])c1C(=O)N1CCCCCC1	0.03	.
Cn1c(=O)c2[nH]c(=O)cnc2n(C)c1=S	-0.58	i
COc1ccc(N(CC(=O)Nc2ccc(F)c(Cl)c2)S(=O)(=O)c2c(C)noc2C)cc1	-0.08	i
COc1cc(C(=O)NCc2cn3ccccc3n2)cc(OC)c1OC	0.86	i
COc1ccc(N2CC(NS(=O)(=O)c3ccc4ccccc4c3)CC2=O)cc1 (stereo unspecified)	0.13	i
CC1(C)CC2CC(C)(CN2CC(O)c2ccccc2)C1 (stereo unspecified)	-0.24	i
S=c1[nH]nc(-c2cccnc2)n1-c1ccccc1	-0.51	i
C[C@@H](O)c1nc2ccccc2n1N	1.3	i
OC(CN1CCN(c2ccccn2)CC1)Cn1c2ccccc2c2ccccc21 (stereo unspecified)	-2.2	i
COc1ccc(CC(=O)Nc2cc3oc4ccccc4c3cc2OC)cc1	-0.35	i
N#Cc1nc(-c2ccc(OCc3ccccc3)cc2)oc1NCCCn1ccnc1	0	i
O=C(CCN1CCN(Cc2ccccc2)CC1)Nc1ccccc1Cl	-1.7	i
CS(=O)(=O)NCCSCc1ccccc1	-0.28	i
Cc1ccc(CNC(=O)c2ccccc2NC(=O)CN2CC(C)OC(C)C2)cc1 (stereo unspecified)	-0.58	i
COc1ccccc1C(=O)OCCCN=C1NS(=O)(=O)c2ccccc21	0.32	i
O=S(=O)(c1ccc(NC(=S)NCc2ccc(F)cc2)cc1)N1CCOCC1	-0.93	i
CCOC(=O)C(C(=O)OCC)=C1OC(=O)c2ccccc21	-0.56	i
COc1ccc(S(=O)(=O)N2CCOCC2)cc1NC(=O)CSc1ncnc2ccccc12	-0.87	i
COc1ccc(S(=O)(=O)N2CCC(C(=O)NC3CCCCC3)CC2)cc1C	-0.45	i
O=[N+]([O-])c1ccc(N2CCN(Cc3ccccc3)CC2)nc1	-1	i
O=C(CSc1nncn1-c1ccccc1)NC1CCCc2ccccc21 (stereo unspecified)	-0.31	i
CC#CC#Cc1cccc(=O)o1	-1.6	i
Cc1ccc(CNC(=O)c2cccnc2Cl)cc1	-0.41	i
Cc1ccc(NC(=S)NNC(=O)CSc2nc3ccccc3c(=O)n2-c2ccc(C)cc2)cc1	0.07	i
CC(O)C(NS(=O)(=O)c1ccc(Cl)cc1)C(=O)OCC(=O)N1CCN(c2ccccc2)CC1 (stereo unspecified)	0.28	i
CCC(C)NC(=O)CN1C(=O)NC2(CCc3ccccc3C2)C1=O (stereo unspecified)	-0.89	i
COc1cc(C)c(NC(=O)COc2ccc3c(c2)OCO3)cc1C	1.3	i
CCOC(=O)N1CCc2c(sc(NC(=O)CN3CCOCC3)c2C#N)C1	0.1	i
CCOC(=O)C1=C(C)NC(=O)C(C#N)C1c1ccncc1 (stereo unspecified)	0.13	i
O=S(=O)(CCN1CCOCC1)c1ccc(OC(F)(F)F)cc1	0.05	i
CCOC(=O)CCNC(=O)N1CCC(CCC(=O)NCc2ccc(F)cc2)CC1	1.1	i
CCOc1ccccc1NC(=O)C1C2CCC(O2)C1C(=O)O (stereo unspecified)	-0.67	i
O=C(C[n+]1ccc(C(=O)NCc2ccccc2)cc1)c1ccc2c(c1)OCCO2	-0.02	i
Cc1cc(C)nc(/N=C(\N)Nc2ccc([N+](=O)[O-])cc2)n1	-0.89	i
CCOC(=O)N1CCN(C(=O)Cn2c(=O)sc3ccccc32)CC1	-1	i
Nc1c(-c2ccccc2)cnc2c(-c3ccccc3)cnn12	-0.98	i
CCOC(=O)N1CCN(c2c(N3CCN(c4ccccc4F)CC3)c(=O)c2=O)CC1	-0.68	i
C/C(=N\O)c1ccc2c3c([nH]c2c1)CCCC3	-2.6	i
CC1(C)C(C=C(Cl)Cl)C1C(=O)N(Cc1ccc(Cl)cc1)C1CCS(=O)(=O)C1 (stereo unspecified)	1.7	i
CC(=O)c1ccc(N2CCCCCC2)c(F)c1	-1.5	i
O=C(O)CCCn1c(=S)[nH]c2c(sc3ccc([N+](=O)[O-])cc32)c1=O	0.84	i
O=C(NC(=S)N1CCc2ccccc21)c1ccccc1Br	0.15	i
CC1CN(CCc2ccccc2)c2nc3c(c(=O)[nH]c(=O)n3C)n2C1 (stereo unspecified)	0.71	i
NC(=O)N/N=C\c1cc(Br)ccc1O	1.5	i
CCCC(C)NC(=O)COC(=O)c1ccc(Cl)c(S(N)(=O)=O)c1 (stereo unspecified)	1.8	i
O=C(CCCOc1ccc(Cl)cc1Cl)Nc1ccncc1	-1.2	i
CCOC(=O)C1=C(C)NC(SCC(=O)O)=NC1c1ccccc1 (stereo unspecified)	0.69	i
Continued:
SMILES	Kir21 inh	CHT block
CCOC(=O)C1=C(C)N(C)C(=O)C1CC(=O)O (stereo unspecified)	-0.53	i
COc1ccc(CN2CCS(=O)(=O)CC2)cc1OC	0	i
Cc1cc(S(=O)(=O)Nc2noc3ccccc23)ccc1F	1.4	i
CCO[C@H]1OC(C(=O)N2CCCCCCC2)=C[C@@H](c2csc3ccccc23)[C@@H]1CCCO	-1	i
Cc1ccc(NC(=S)NC2CCCC2)cc1C	0.13	i
COC(=O)c1[nH]nc2c1C(=O)N(C1CCCCC1)C2=O	-2.1	i
CCOC(=O)CCCCC(=O)c1[nH]c(=O)[nH]c1CSCCO	-1.1	i
O=C(OCCCN1CCCC1)C1(c2ccccc2)CCCC1	-1.2	i
CC1CCc2cc(F)ccc2N1C(=O)c1ccc2c(c1)OCO2 (stereo unspecified)	-0.54	i
O=C(c1ccccc1)C1C(=O)c2ccccc2C1=O	-0.2	i
Cc1cc(-c2cccc([N+](=O)[O-])c2)nc2ccccc12	0.04	i
CS(=O)(=O)N(CCc1ccccc1)CC(=O)NCC1CCCO1 (stereo unspecified)	-0.29	i
O=C1c2cccc3c([N+](=O)[O-])ccc(c23)C(=O)N1c1ccc(Cl)cn1	-5*	i
CCN(c1ccccc1)S(=O)(=O)c1ccc(Cl)c(NC(=O)CSc2nncs2)c1	0.05	i
Fc1ccc(-c2nn(-c3ccccc3)cc2CNCc2ccccc2)cc1	-3	i
COC(=O)/C=C\C(=O)Nc1cccc([N+](=O)[O-])c1	-2.1	i
COc1cc(OC)c(NC(C)C(=O)N2CCCC2)cc1Cl (stereo unspecified)	1.4	-8.7*
CCOc1ccc(C2CC(c3cccc(C)c3)n3ncnc3N2)cc1 (stereo unspecified)	0.59	i
COC(=O)[C@@]1(Cc2ccc(OC)cc2)[C@H]2c3cc(C(=O)N4CCCC4)n(C[C@H](O)CO)c3C[C@H]2CN1C(=O)c1ccccc1	-0.43	i
CCC1(CC)C(=O)NC(=O)NC1=Nc1cccc(OC)c1	0.13	i
